Bioassay records: PubChem BioAssay, several laboratories
eLon inh: inhibits E. coli Lon protease. P0A9M0. purified E. coli Lon protease, fluorescence polarization. inhibition, % at 7.94 µM. 0.42% of 360,000 active. AID 602123; in the data active = inhibition above about 13%, passing the limit was not always enough;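 also: 0% = enzyme with probe and DMSO and 100% = no enzyme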
Target sequence (P0A9M0 whole entry, looked up): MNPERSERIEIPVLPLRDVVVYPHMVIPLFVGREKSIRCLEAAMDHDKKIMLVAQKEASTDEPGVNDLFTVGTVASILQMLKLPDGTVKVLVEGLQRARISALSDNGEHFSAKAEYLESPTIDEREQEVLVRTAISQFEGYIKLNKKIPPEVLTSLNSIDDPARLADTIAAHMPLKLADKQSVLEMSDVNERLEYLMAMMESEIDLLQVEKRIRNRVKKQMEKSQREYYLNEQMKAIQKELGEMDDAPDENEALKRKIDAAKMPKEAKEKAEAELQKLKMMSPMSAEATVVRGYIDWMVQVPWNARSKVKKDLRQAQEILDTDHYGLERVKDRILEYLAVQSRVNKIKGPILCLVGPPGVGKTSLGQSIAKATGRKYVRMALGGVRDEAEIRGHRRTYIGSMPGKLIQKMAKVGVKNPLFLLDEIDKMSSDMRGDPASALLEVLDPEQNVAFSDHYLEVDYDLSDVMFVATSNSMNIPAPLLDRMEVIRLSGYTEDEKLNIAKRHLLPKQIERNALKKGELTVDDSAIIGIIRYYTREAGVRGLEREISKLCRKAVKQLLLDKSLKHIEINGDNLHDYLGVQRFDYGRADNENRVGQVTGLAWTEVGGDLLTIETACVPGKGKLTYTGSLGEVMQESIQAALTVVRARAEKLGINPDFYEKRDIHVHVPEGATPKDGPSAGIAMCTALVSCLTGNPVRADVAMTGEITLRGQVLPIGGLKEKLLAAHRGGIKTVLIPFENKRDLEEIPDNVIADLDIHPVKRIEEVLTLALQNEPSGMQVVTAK
TbMetRS inhib: Trypanosoma brucei MetRS inhibition; AID 624268; inhibition, % at 11.9 µM; purified T. brucei MetRS, ATP depletion, Kinase-Glo luminescence; 0.4% of 360,000 active;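 active = inhibition above a per-plate cutoff of the control wells' mean inhibition plus 3 SD, cut at about 5.5% in these data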;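 also: 0% = DMSO wells median and 100% = median of wells with control inhibitor compound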
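Material: T. brucei methionyl-tRNA synthetase, purified; reagent: substrates ATP, L-methionine and bulk Escherichia coli tRNA; dosing: 11.9 µM single point; timing: 15 min plus 2 h at 25 °C; detection: luminescence of leftover ATP; evaluation: % inhibition; control set: DMSO-only wells as low control; replicates: singlicate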
MsrA inhibitor: inhibits bovine methionine sulfoxide reductase A; AID 651718; purified bovine MsrA, absorbance read-out; 0.75% of 360,000 active; inhibition, % at 15.5 µM; in the data active = inhibition above about 4.5%;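 also: 0% = vehicle wells with enzyme and 100% = reference inhibitor wells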
CSN inh: blocks human CSN-mediated cullin deneddylation; Q92905; Purified CSN, SCF-Nedd8-OG deneddylation, fluorescence polarization; inhibition, % at 12.5 µM; 0.38% of 360,000 active; AID 651999;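 active = pattern-corrected inhibition above about 35%, with an unprinted fluorescence ratio check between 0.5 and 1.5, limit read from the data, passing the limit was not always enough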;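 also: 0% = enzyme with substrate and 100% = substrate without enzyme; some results filed as inactive read as strong as hits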
Target sequence (Q92905 whole entry, looked up, one chain of several): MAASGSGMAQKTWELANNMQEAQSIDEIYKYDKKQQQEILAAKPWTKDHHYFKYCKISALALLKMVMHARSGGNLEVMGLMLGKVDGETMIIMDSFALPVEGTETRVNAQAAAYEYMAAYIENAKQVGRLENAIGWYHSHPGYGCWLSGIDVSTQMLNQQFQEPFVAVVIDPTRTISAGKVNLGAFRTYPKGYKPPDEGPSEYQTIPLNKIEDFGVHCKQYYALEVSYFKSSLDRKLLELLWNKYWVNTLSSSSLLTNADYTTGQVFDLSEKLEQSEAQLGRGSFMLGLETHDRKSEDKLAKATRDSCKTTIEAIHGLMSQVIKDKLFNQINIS
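Assay system: purified human Csn5 enzyme expressed in HEK293T cells; measure: % inhibition; also added: SCFSkp2-Nedd8OG substrate at 10 nM final; technique: fluorescence polarization; times: reaction 90 min, room temperature; medium: Tris buffer pH 7.5, NaCl, DTT, Tween-20, trehalose, ovalbumin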
Neddylation inh: blocks human cullin neddylation | TR-FRET cullin neddylation, biochemical | calls only at 25 µM | 0.58% of 360,000 active | AID 651699; in the data active = inhibition above about 36%
MLLE-PAM2 inh: inhibitors of microRNA-mediated deadenylation, human PABP1 MLLE binding; GST-MLLE / FITC-PAM2 fluorescence polarization; inhibition, % at 20 µM; 0.36% of 360,000 active; AID 588489; in the data active = inhibition above about 35%, passing the limit was not always enough;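 also: plate controls were DMSO wells with GST-MLLE for no effect and wells lacking GST-MLLE protein for full effect; some results filed as inactive read as strong as hits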
Rin1-Abl PPI inh: human Rin1-Abl interaction inhibition | P00519+Q13671 | 0.4% of 360,000 active | TR-FRET Rin1/Abl binding, biochemical | inhibition, % at 7.35 µM; in the data active = inhibition above about 5%, passing the limit was not always enough
FAS TE block: inhibitors of human fatty acid synthase thioesterase domain; P49327; recombinant FAS-TE, OMFH fluorogenic substrate, fluorescence endpoint; inhibition, % at 15 µM; 0.67% of 360,000 active;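 active = compounds whose normalised, plate-corrected inhibition of enzyme fluorescence in the single-dose primary screen is 50% or more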;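 also: 0% = DMSO with enzyme and 100% = substrate without enzyme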
MsrA act: activators of bovine methionine sulfoxide reductase A. 0.3% of 360,000 active. purified bovine MsrA, absorbance read-out. activation, % at 10.6 µM. AID 602163; in the data active = activation above about 7.5%;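 also: 0% = vehicle and 100% = reference activator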
Active calls of the source: *; i = inactive; / = not tested or not shown.

#1 CC(OC(=O)C1CCN(S(=O)(=O)c2ccc(Cl)cc2)CC1)C(=O)NC1CCCCC1C (configuration not stated)
#2 Cc1ccc(CC(=O)NCCN2CCOCC2)cc1
#3 COc1ccc(NC(=O)C2CCN(C(=O)c3cccs3)CC2)c(OC)c1
#4 CCOC(=O)N1CCN(C(=O)CN(Cc2ccc(Cl)cc2)S(=O)(=O)c2ccc(C)cc2)CC1
#5 CC(=O)Nc1ccc(NC(=O)CNC(=O)COc2ccccc2)cc1
#6 COc1cc(C)c(CNc2cc(C)cc(C)c2)cc1C
#7 CCN(CC)C(=O)c1ccc(-c2nnc(Nc3cccc(O)c3)c3ccccc23)cc1
#8 CCC(C)(C)n1nnnc1C(c1cc2cc(C)ccc2[nH]c1=O)N1CCCc2ccccc21 (configuration not stated)

Compound,1,2,3,4,5,6,7,8
eLon inh,9,-1,3,-2,-3,-4,-6,-6
TbMetRS inhib,0.0,-2.1,-1.2,-0.1,0.9,-0.5,0.1,0.8
MsrA inhibitor,-0.1,-0.9,0.6,1.0,0.3,-1.1,1.5,2.7
CSN inh,1,4,3,0,-11,-2,-6,-2
Neddylation inh,i,i,i,i,i,i,i,i
MLLE-PAM2 inh,-12,0,-10,-2,0,4,-5,9
Rin1-Abl PPI inh,-4,-2,5,-2,-2,2,-5,2
FAS TE block,10,-3,-7,-3,-1,23,-3,2
MsrA act,-4,-7,-7,0,-2,-1,-6,0

#9 COc1cc(CC(=O)Nc2sc3c(c2C(N)=O)CCCC3)cc(OC)c1OC
#10 O=C(NCc1ccccc1C(F)(F)F)C1CC(c2ccc(C(F)(F)F)cc2)=NO1 (configuration not stated)
#11 Cc1cc(C)c(S(=O)(=O)NCCCN2CCOCC2)cc1Br
#12 CCOc1cc(CNc2ncn[nH]2)ccc1OCC(=O)NC(C)(C)C
#13 CCOCC(=O)Nc1ccc(F)c(F)c1
#14 O=C(CN1CCN(c2ccccn2)CC1)Nc1cccc(S(=O)(=O)N2CCCC2)c1
#15 Cc1ccc(C(=O)O/N=C(\N)c2ccc(Br)cc2)cc1
#16 COc1ccc(C)cc1NC(=O)C1CCN(S(=O)(=O)c2ccc3c(c2)NC(=O)CO3)CC1

Compound,9,10,11,12,13,14,15,16
eLon inh,2,7,-16,-4,-2,-4,-1,5
TbMetRS inhib,0.3,-0.2,-0.1,-0.7,-0.6,-0.6,-0.7,-1.0
MsrA inhibitor,1.8,0.0,-0.3,0.1,0.6,-1.2,0.3,1.6
CSN inh,-4,-7,-1,4,1,-3,3,2
Neddylation inh,i,i,i,i,i,i,i,i
MLLE-PAM2 inh,-2,-2,5,3,-7,-1,4,-11
Rin1-Abl PPI inh,1,-1,3,5,-1,0,-4,3
FAS TE block,-12,25,-8,-4,-4,2,6,-1
MsrA act,-2,-6,-2,-6,-4,-4,1,-5

#17 Cc1ccc(NC(=O)c2sc3ncn(CC(=O)N4CCN(c5ccccn5)CC4)c(=O)c3c2C)cc1
#18 CCC1(C)CC(c2nc(-c3ccc(OC)cc3)cs2)CCS1 (configuration not stated)
#19 CC(=O)Nc1nc(SCc2ccc(Cl)cc2Cl)n[nH]1
#20 C[C@H](CO)N1C[C@H](C)[C@H](CN(C)S(=O)(=O)c2cccs2)OCc2cnnn2CCCC1=O
#21 Cc1ccc([C@H]2C[C@H](n3cc(C4CC4)nn3)[C@@H](O)CN2C(=O)c2cccs2)cc1
#22 O=C(N/N=C/c1ccccc1C(=O)O)c1cccc(S(=O)(=O)N2CCCCC2)c1
#23 CC1(C(=O)NS(=O)(=O)c2ccccc2Cl)CCN1C(=O)CC1CC1 (configuration not stated)
#24 O=C(COC(=O)C1(c2ccc(Cl)cc2)CCCC1)N1CCc2ccccc21

Compound,17,18,19,20,21,22,23,24
eLon inh,-8,-2,-4,3,-7,2,4,-2
TbMetRS inhib,-0.1,-0.1,0.3,0.3,-0.4,0.1,-0.2,-0.3
MsrA inhibitor,1.5,0.6,-0.9,-0.8,0.8,1.4,-1.2,0.5
CSN inh,0,-1,-3,3,1,0,3,-10
Neddylation inh,i,i,i,i,i,i,i,i
MLLE-PAM2 inh,-5,2,9,3,1,-17,10,-1
Rin1-Abl PPI inh,-1,-1,-2,-1,1,0,-3,-1
FAS TE block,-1,20,-7,-5,-3,-1,-8,34
MsrA act,2,-2,-2,-2,-1,-3,3,-2

#25 COc1cc(OC)nc(/N=C/N(C)C)n1
#26 CCC(C)C(N=C1NS(=O)(=O)c2ccccc21)C(=O)N1CCC(C)CC1 (configuration not stated)
#27 CC(=O)c1cc2c(C)c(C(=O)c3ccccc3)oc2cc1O
#28 O=C(/C=C/c1ccc(Cl)cc1)NC(=S)Nc1ccc(C(=O)O)cc1
#29 Cc1cc(=O)[nH]c(SCC(=O)Nc2nonc2C)n1
#30 CCN(CCCNC(=O)CCCOc1cc(=O)n(C)c2ccccc12)Cc1ccccc1
#31 O=c1ccn([C@@H]2O[C@H](CNCc3cccn3-c3ccncc3)[C@@H](O)[C@H]2O)c(=O)[nH]1
#32 Cc1cccc(/C=N/NC(=O)Cn2nc(C)cc2C)n1

Compound,25,26,27,28,29,30,31,32
eLon inh,-4,3,-28,-4,0,-3,-14,-4
TbMetRS inhib,-1.0,0.4,0.3,-0.8,-0.4,-0.4,-0.6,-1.7
MsrA inhibitor,-0.2,-0.8,1.7,0.7,-1.4,1.4,0.5,-0.4
CSN inh,2,0,-8,7,-3,-2,2,-1
Neddylation inh,i,i,i,i,i,i,i,i
MLLE-PAM2 inh,19,-1,-46,29,2,6,-11,4
Rin1-Abl PPI inh,2,1,-3,-2,4,2,6,-1
FAS TE block,-3,0,32,4,-2,-3,-7,-9
MsrA act,-5,0,-1,-4,-1,-2,-8,-6

#33 O=C(NCN1C(=O)C2C3C=CC(C3)C2C1=O)Nc1nncs1 (configuration not stated)
#34 O=S(=O)(c1ccc2oc3ccc(S(=O)(=O)N4CCCCC4)cc3c2c1)N1CCCCC1
#35 O=c1[nH]c(CSc2nc(-c3ccc(F)cc3)cs2)nc2ccccc12
#36 CC(C)CN(C(=O)c1cccc(S(=O)(=O)N2CCN(c3ccc(F)cc3)CC2)c1)C1CCS(=O)(=O)C1 (configuration not stated)
#37 Cc1ccc(Nc2nc(-c3cccnc3)cs2)cc1Cl
#38 CCOC(=O)CN1C(=O)/C(=C/c2cccc(Br)c2)Oc2ccccc21
#39 Cc1ccnc(NC(=O)COc2ccc3c(c2)CCC3)c1
#40 O=[N+]([O-])c1ncccc1OCc1ccc(-c2ccccc2)cc1

Compound,33,34,35,36,37,38,39,40
eLon inh,0,14,-8,-2,-3,-13,-17,-20
TbMetRS inhib,-1.2,-0.9,0.0,0.1,-0.2,-1.6,-0.3,-0.1
MsrA inhibitor,0.6,-0.7,-0.1,-0.1,-0.5,1.4,-0.7,0.5
CSN inh,3,-1,4,4,7,-2,-6,4
Neddylation inh,i,i,i,i,i,i,i,i
MLLE-PAM2 inh,-4,-2,-11,-2,-8,-7,-13,-23
Rin1-Abl PPI inh,0,-3,-3,0,0,0,-1,2
FAS TE block,-5,40,-4,13,5,4,10,27
MsrA act,-8,-2,5,-2,2,-6,-2,-2

#41 CCCCN(Cc1cc2cccc(C)c2[nH]c1=O)S(C)(=O)=O
#42 CC1(C)CC(NC(=O)c2c(N)no[n+]2[O-])CC(C)(C)N1
#43 COc1ccc(C2=CC(c3sccc3C)n3nnnc3N2)cc1 (configuration not stated)
#44 N/C(=N\OC(=O)C12CC3CC(CC(C3)C1)C2)c1cccnc1
#45 COc1cccc2cc(C(N)=O)/c(=N\NC(=O)c3ccccc3)oc12
#46 O=C(c1ccc(NC2=NC3CS(=O)(=O)CC3S2)cc1)N1CCN(c2ccccc2F)CC1 (configuration not stated)
#47 CCOC(=O)C1=CN(Cc2cccc(-c3ccc(F)cc3)c2)S(=O)(=O)N(C)C1C (configuration not stated)
#48 O=C(c1nn(-c2ccccc2)c(=O)c2ccccc12)N1CCN(c2ccccn2)CC1

Compound,41,42,43,44,45,46,47,48
eLon inh,3,-2,0,-1,5,-5,-10,0
TbMetRS inhib,-0.7,-0.6,-0.4,-0.9,-0.8,-0.8,-1.4,-0.8
MsrA inhibitor,0.2,-1.1,1.2,-0.6,-0.2,-0.4,2.0,1.4
CSN inh,-3,3,-8,1,-3,2,-4,-3
Neddylation inh,i,i,i,i,i,i,i,i
MLLE-PAM2 inh,3,-10,33,-1,-17,-72,0,-2
Rin1-Abl PPI inh,-4,-5,2,6,0,0,1,4
FAS TE block,-5,0,-11,3,-8,-4,26,-4
MsrA act,-9,-5,-1,0,-4,-7,-3,-4

#49 Cc1cccc(C(=O)NC2=NCCS2)c1
#50 c1ccc(-n2nnnc2SCCCSc2nc3ccccc3s2)cc1
#51 Cc1ccccc1NC(=O)Cc1nc(COC(=O)c2cc([N+](=O)[O-])ccc2NCCO)cs1
#52 O=C(Nc1ccccc1)c1nc[nH]c1C(=O)NCCN(CCNC(=O)c1[nH]cnc1C(=O)Nc1ccccc1)CCNC(=O)c1[nH]cnc1C(=O)Nc1ccccc1
#53 COc1ccccc1N1CCN(C(=O)c2sc3nc(C)nc(N4CCN(c5ccccn5)CC4)c3c2C)CC1
#54 NC(=O)CSc1nc2ccccc2c(=O)n1Cc1ccco1
#55 Cc1cccc(NC(=O)CN(C)C(=O)c2ccc(N3CCCCCC3)c([N+](=O)[O-])c2)c1C
#56 C=Cc1ccc(CC2(C)C(=O)Nc3ccc(-c4cccnc4)cc32)cc1 (configuration not stated)

Compound,49,50,51,52,53,54,55,56
eLon inh,1,8,16,0,10,-15,-3,1
TbMetRS inhib,-0.1,-0.9,0.0,-0.4,-0.8,-0.8,-0.2,-0.1
MsrA inhibitor,1.8,0.2,3.0,-0.1,-0.6,0.8,0.3,13*
CSN inh,5,1,0,-4,0,5,-4,-2
Neddylation inh,i,i,i,i,i,i,i,i
MLLE-PAM2 inh,-4,9,-14,-8,9,19,0,8
Rin1-Abl PPI inh,2,3,-3,-1,0,1,7,-5
FAS TE block,-7,28,18,28,18,-3,4,7
MsrA act,-3,-4,-7,-8,-9,-4,0,-3

#57 COc1ccc(CCN=Cc2c(C)[nH]n(-c3ccc([N+](=O)[O-])cc3)c2=O)cc1OC
#58 COc1ccc(CCC(C)Nc2cccc(F)c2)cc1 (configuration not stated)
#59 COc1ccc(NC(=O)c2ccc(NC3=NC4CS(=O)(=O)CC4S3)cc2)cc1 (configuration not stated)
#60 COc1ccc(Oc2coc3cc(OC(=O)/C=C/c4ccccc4)ccc3c2=O)cc1

Compound,57,58,59,60
eLon inh,-4,-3,-7,-5
TbMetRS inhib,-0.2,0.5,2.2,0.2
MsrA inhibitor,-0.6,1.7,1.1,0.9
CSN inh,1,2,-3,2
Neddylation inh,i,i,i,/
MLLE-PAM2 inh,7,2,-99,1
Rin1-Abl PPI inh,1,5,-1,0
FAS TE block,-7,30,-4,14
MsrA act,-3,1,0,-2

Rewritten with values under each structure: part of the list above
Each structure is followed by: eLon inh | TbMetRS inhib | MsrA inhibitor | CSN inh | Neddylation inh | MLLE-PAM2 inh | Rin1-Abl PPI inh | FAS TE block | MsrA act
57: COc1ccc(CCN=Cc2c(C)[nH]n(-c3ccc([N+](=O)[O-])cc3)c2=O)cc1OC
→ -4 | -0.2 | -0.6 | 1 | i | 7 | 1 | -7 | -3
58: COc1ccc(CCC(C)Nc2cccc(F)c2)cc1 (configuration not stated)
→ -3 | 0.5 | 1.7 | 2 | i | 2 | 5 | 30 | 1
59: COc1ccc(NC(=O)c2ccc(NC3=NC4CS(=O)(=O)CC4S3)cc2)cc1 (configuration not stated)
→ -7 | 2.2 | 1.1 | -3 | i | -99 | -1 | -4 | 0
60: COc1ccc(Oc2coc3cc(OC(=O)/C=C/c4ccccc4)ccc3c2=O)cc1
→ -5 | 0.2 | 0.9 | 2 | / | 1 | 0 | 14 | -2
